phage Ecoli inh: E. coli growth loss with phage present. growth absorbance. inhibition, % at 11.9 µM. hit rate 0.26% among 360,000; in the data active = inhibition above about 11%
Mot1-301 SUMO: SUMOylation pathway inhibition by Mot1-301 growth rescue. hit rate 1% among 320,000. S. cerevisiae Mot1-301 growth rescue, ATP luminescence, 38.5C; percent above DMSO median, 100 means doubled. growth rescue, % at 18.8 µM;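 active = every valid replicate shows activation above 250% relative to neutral control wells; inactive = the rest, any valid replicate at or below 250%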;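 also: OY570 slx delta 5 strain wells were the positive control but not used for scaling; some compounds called inactive have numbers as strong as hits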
HTR5A inv ctr: counter-screen for OPRM1-OPRD1 inverse agonists: human HTR5A inverse agonism | hit rate 0.083% among 340,000 | HTR5A cell line, luminescence | inhibition, % at 9.3 µM | P47898 | AID 504634; in the data active = inhibition mostly above about 23%, no sharp cut-off; inactive = mostly below about 18%;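 also: 0% = cells with DMSO and 100% = no-cell wells with DMSO; some compounds called inactive have numbers as strong as hits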
PfHsp90 yeast 2: reduces growth (ATP signal) of yeast expressing P. falciparum Hsp90; S. cerevisiae expressing PfHsp90, BacTiter-Glo ATP, 48 h; yeast lacking PDR1 and PDR3 efflux regulators; inhibition, % at 9.4 µM; hit rate 0.32% among 310,000;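 active = every replicate shows inhibition above about 80%, whatever the replicate mean, limit read from the data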;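 also: 0% = DMSO neutral controls and 100% = 20 µM radicicol positive controls; yeast relying on Plasmodium falciparum Hsp90 in place of its own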
Ecoli viability: reduces bacterial viability in AddAB counter-screen; E. coli V3065 growth, OD600 absorbance, 18 h; inhibition, % at 11.9 µM; hit rate 0.27% among 330,000; AID 449728;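 active = inhibition above the campaign's mean inhibition across all tested compounds plus 3 SD, cut at about 9.9% in these data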;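 also: uninfected addAB+ strain grown without phage in ampicillin broth; 0% = DMSO wells and 100% = ciprofloxacin 0.95 µg/ml wells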
HTR5A ag ctr: counter-screen for OPRM1-OPRD1 agonists: human HTR5A agonism | HTR5A agonist assay, luminescence, cell-based | activation, % at 9.3 µM | hit rate 0.61% among 340,000; in the data active = activation mostly above about 9.5%, no sharp cut-off; inactive = mostly below about 7.6%;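 also: 0% = cells with vehicle only and 100% = reference agonist; strong numbers were not always called active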
PKA-R1A act: activators of PKA-R1A complex; PKA-R1A dissociation, Cy5-IP20 fluorescence polarization; scaled: DMSO 0%, 113 µM cGMP 100%; activation, % at 11.4 µM; hit rate 0.083% among 340,000;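 active = percent activation above the mean of all tested compounds plus 3 SD, cut at about 19% in these data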;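 also: higher means more PKAc released from R1A so a rise in polarization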
MOR-DOR inv ag: mu-delta opioid heterodimer inverse agonism. hit rate 0.21% among 340,000. inhibition, % at 9.3 µM. P35372+P41143. cell-based MOR-DOR heterodimer luminescence; in the data active = inhibition above about 22%, passing the limit was not always enough;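 also: 0% = cells with DMSO and 100% = wells without cells with DMSO; values of inactives mirror those of a sister screen read the other way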
Target sequence (P35372 whole entry, looked up): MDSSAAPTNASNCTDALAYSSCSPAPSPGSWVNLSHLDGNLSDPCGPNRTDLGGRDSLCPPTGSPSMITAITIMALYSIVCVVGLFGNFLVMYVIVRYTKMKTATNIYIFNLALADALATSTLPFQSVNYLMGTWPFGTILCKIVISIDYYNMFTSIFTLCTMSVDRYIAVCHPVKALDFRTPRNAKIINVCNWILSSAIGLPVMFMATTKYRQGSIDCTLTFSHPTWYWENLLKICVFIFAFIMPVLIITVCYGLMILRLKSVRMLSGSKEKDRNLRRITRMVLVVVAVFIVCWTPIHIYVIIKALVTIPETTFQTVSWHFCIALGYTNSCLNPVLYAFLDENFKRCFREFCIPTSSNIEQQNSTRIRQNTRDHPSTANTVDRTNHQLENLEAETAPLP
Target sequence (P41143 whole entry, looked up): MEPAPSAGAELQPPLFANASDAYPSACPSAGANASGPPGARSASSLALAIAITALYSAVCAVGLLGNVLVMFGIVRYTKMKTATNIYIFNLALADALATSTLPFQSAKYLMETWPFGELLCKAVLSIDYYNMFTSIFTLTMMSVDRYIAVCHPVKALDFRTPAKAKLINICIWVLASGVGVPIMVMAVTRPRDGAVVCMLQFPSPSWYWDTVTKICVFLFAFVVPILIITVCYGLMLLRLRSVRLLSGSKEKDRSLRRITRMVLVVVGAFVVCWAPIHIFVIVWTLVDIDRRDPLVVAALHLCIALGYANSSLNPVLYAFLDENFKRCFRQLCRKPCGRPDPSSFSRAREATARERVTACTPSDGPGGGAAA
OPRM1-OPRD1 ag: agonists of human mu-delta opioid receptor heterodimerization; cells, OPRM1-OPRD1 heterodimerization, luminescence; activation, % at 9.3 µM; hit rate 0.3% among 340,000; in the data active = activation above about 18%;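 also: 0% = vehicle-treated cells and 100% = reference agonist; values of inactives mirror those of a sister screen read the other way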
Pemphigus Ab inh: human desmoglein-3 autoantibody binding inhibition. DSG3-coupled beads, scFv-anti-DSG3-GFP binding, flow cytometry; stronger effect = lower value. AID 588358. binding (percent of control), % at 10 µM. hit rate 0.48% among 310,000;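 active = binding more than 3 SD below its plate's average and above zero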;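 also: hits lower antibody fragment binding to DSG3; some compounds called inactive have numbers as strong as hits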
AddAB inh: less growth of phage-infected E. coli with AddAB; AID 435030; hit rate 0.29% among 330,000; E. coli expressing H. pylori AddAB, absorbance growth; inhibition, % at 11.9 µM; in the data active = inhibition above about 12%;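 also: 0% = vehicle wells of infected cells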
An asterisk follows results filed as active; / = no result given. Hits appear at their usual frequency. About 3.2% of those tested had a hit in this group.

SMILES	phage Ecoli inh	Mot1-301 SUMO	HTR5A inv ctr	PfHsp90 yeast 2	Ecoli viability	HTR5A ag ctr	PKA-R1A act	MOR-DOR inv ag	OPRM1-OPRD1 ag	Pemphigus Ab inh	AddAB inh
O=c1[nH]c(=S)[nH]c2sc3c(c12)CCCCCC3	3.8	-5	-10	-28	0.7	1	-6	2	-0.4	108	3.0
CCCN(CCC)CCCNC(=O)CC1Nc2ccccc2NC1=O (centres undefined)	2.1	2	16	7	-1.2	-6	-5	10	-1.8	100	1.5
CSc1ccccc1-c1n[nH]c(=S)o1	5.2	/	4	3	/	-1	-2	7	-1.4	98	/
CCC(C)NC(=O)c1nc2c(nnn2Cc2ccccc2Cl)c(=O)[nH]1 (centres undefined)	2.7	9	5	/	-0.2	4	-6	12	-2.5	110	-0.1
CCOc1ccc2c(c1)c1nc3ccccc3nc1n2C	0.4	105	-14	-34	/	4	3	-3	0.7	118	/
CCOc1ccc(N=Nc2c(=O)[nH]n3c(=O)cc(C)[nH]c23)cc1	4.5	-18	-13	45	2.7	-4	10	23	-4.0	113	0.4
CC(C)(C)c1nc2c(Br)cc(Br)cc2c(=O)o1	4.0	-10	-10	1	0.6	4	-7	-6	1.1	96	1.4
CCOc1ccc(CNC(=O)C2CCCN(S(=O)(=O)N3CC(C)CC(C)C3)C2)cc1OC (centres undefined)	2.1	2	6	44	-0.8	-2	-2	19	-3.7	100	1.2
O=C(Nc1ccccn1)c1ccccc1	1.6	/	5	18	/	-1	-3	16	-3.2	116	/
CC(=O)NC1=NN(C(C)=O)C(c2cccs2)S1 (centres undefined)	3.1	-21	11	-26	0.0	-1	1	12	-2.2	102	1.5
CCC(=O)Nc1ccccc1Sc1ncnc2scc(-c3ccccc3)c12	0.3	45	-1	-19	2.1	-3	-4	-7	1.2	106	3.2
O=C(CN1C(=O)C2CC=CCC2C1=O)OCC(=O)c1ccc(Cl)c([N+](=O)[O-])c1 (centres undefined)	-0.9	9	38*	-24	2.9	-5	6	89*	-16	102	2.2
CN1CCN(c2nc(-c3ccccc3)ncc2S(=O)(=O)c2ccccc2)CC1	1.9	/	-8	16	-1.8	3	-1	9	-1.7	109	1.0
Cc1ccc(CSCC(=O)N2CCN(Cc3ccc4c(c3)OCO4)CC2)cc1	1.7	71	23	12	0.8	-4	-5	-12	2.0	104	0.2
CC(C)CC(=O)N(c1ccc(F)cc1)C1C=CS(=O)(=O)C1 (centres undefined)	4.5	-11	-4	-1	-2.0	2	-1	1	-0.2	98	0.6
Cc1ccc(C(=O)Nc2nc(=O)n(C(=O)c3ccccc3Cl)s2)cc1	0.7	/	0	-7	/	-4	-3	5	-1.2	/	/
CCc1cccc2c(C#N)cn(CC(=O)NCCOC)c12	1.1	-2	-7	13	-2.0	3	-4	19	-3.1	107	1.8
Cn1nnc2cc(C(=O)NCCC3=CCCCC3)ccc21	0.8	9	1	-36	0.2	0	8	7	-1.3	87	0.0
Cc1cc(NC(=O)CN2C(=O)NC3(CCCCCC3)C2=O)no1	0.3	63	-32	12	-0.7	2	2	17	-3.3	86	-0.1
O=C(CN1C(=O)C2C3CC(C(Br)C3Br)C2C1=O)OCC(=O)c1cccc([N+](=O)[O-])c1 (centres undefined)	5.3	-7	18	-8	-1.3	-7	-3	61*	-12	96	0.7
Cc1cccc2c(=O)cc(C)n(CC(=O)N3CCCCC3)c12	2.2	-4	-16	-11	0.6	6	-6	4	-0.7	128	-0.5
CCCC(=O)Nc1nnc(CC(=O)N2CCCC2)s1	0.6	-6	-19	38	2.9	-1	-8	13	-2.4	90	4.3
Cc1ccc(S(=O)(=O)Nc2ccccc2C(=O)OC(C)C(=O)Nc2ccc3ccccc3c2)cc1[N+](=O)[O-] (centres undefined)	2.0	-13	3	-10	-0.3	-1	4	10	-1.7	95	-0.6
O=c1c2ccccc2nc2n1C(CBr)CS2 (centres undefined)	2.0	-11	-32	-10	-0.2	9	4	-1	0.2	91	1.2
Cc1ccc(S(=O)(=O)NC2=NCN(CCc3ccccc3)CN2)cc1	1.9	51	1	5	1.6	-5	0	13	-2.5	100	4.8

Continued.
SMILES	phage Ecoli inh	Mot1-301 SUMO	HTR5A inv ctr	PfHsp90 yeast 2	Ecoli viability	HTR5A ag ctr	PKA-R1A act	MOR-DOR inv ag	OPRM1-OPRD1 ag	Pemphigus Ab inh	AddAB inh
O=C(Cc1ccccc1)N1CCN(S(=O)(=O)c2cccc([N+](=O)[O-])c2)CC1	5.6	123	-6	5	1.4	2	-12	1	-0.3	109	1.6
COc1cc(/C=N/NC(=O)c2cc(C3CC3)[nH]n2)ccc1O	0.6	14	-12	-74	0.8	-1	-3	14	-2.6	91	1.1
O=[N+]([O-])c1ccc(Nc2nc(Cl)nc(NCCO)n2)cc1	-0.8	48	15	-19	-1.6	-6	-2	13	-2.9	83	-0.3
O=C(NCC(c1cccnc1)N1CCN(c2ccccc2F)CC1)C1CCCCC1 (centres undefined)	1.1	136	-22	-26	2.2	8	-4	5	-0.8	112	-1.0
CC(Cc1ccccc1)Nc1ncnc2c1ncn2C1OC(CO)C(O)C1O (centres undefined)	0.8	-5	-1	10	-0.8	0	5	-6	1.1	104	-0.6
CCc1ccc(NC(=O)CC2S/C(=N/N=C3CCCCCC3)NC2=O)cc1 (centres undefined)	0.9	/	3	7	/	-2	-6	1	-0.3	101	/
O=C1CC(c2ccc(S(=O)(=O)NCc3ccncc3)cc2)CN1 (centres undefined)	13*	73	9	-11	0.9	-4	-3	5	-0.9	112	4.0
Nc1ccccc1C(=O)NCC1(c2ccccc2)CCCC1	-1.0	-21	2	9	-2.1	-1	-1	5	-1.1	116	2.0
Cc1ccccc1N1CCN(Cc2ccc(Br)o2)CC1	4.1	0	-23	33	/	1	5	-4	0.8	113	/
O=C(Cc1ccccc1)NCC(=O)N/N=C/c1cccnc1	-2.6	-8	21	-4	-0.3	-5	-3	14	-2.6	118	2.6
COc1ccc(-c2cc(C(=O)Nc3c(C)n(C)n(-c4ccccc4)c3=O)no2)cc1OC	3.6	6	11	10	0.4	0	-10	16	-3.0	100	-1.8
O=C(NCCS(=O)CCNC(=O)C(F)(F)F)C(F)(F)F	1.3	-7	-8	-8	0.0	3	-4	16	-2.9	107	2.4
O=C(NNc1cc(N2CCOCC2)nc(N2CCOCC2)n1)c1ccc([N+](=O)[O-])cc1	3.9	/	-2	-40	/	1	-2	-15	3.1	96	/
Cc1noc(C)c1S(=O)(=O)N1CCN(S(=O)(=O)c2ccccc2C#N)CC1	1.4	-15	-21	-21	-0.3	7	-2	16	-2.4	/	2.2
COc1ccc([N+](=O)[O-])cc1NC(=O)C(C)N1CCCC1 (centres undefined)	0.7	14	-9	10	0.6	3	9	-8	1.0	121	0.8
CCN(CC(=O)NC1CCCC1)S(=O)(=O)c1ccc(Br)cc1	3.6	-11	19	16	2.4	3	-10	20	-3.6	104	2.0
CCCCCc1nnc(NC(=O)c2ccc(N3CCCC3=O)cc2)s1	0.2	16	-4	-6	-1.6	4	-7	3	-0.4	102	-2.0
c1ccc(-c2nnsc2-c2nc3ccccc3[nH]2)cc1	2.1	/	6	-19	/	-2	1	5	-1.0	97	/
CC(OC(=O)c1ccc(-c2ccc(O)cc2)cc1)C(=O)NC1CCCCC1C (centres undefined)	3.6	750*	3	-5	-1.1	-1	10	-33	5.2	104	0.8
CCN(C(=O)CN1CCN(Cc2ccccc2)CC1)c1c(N)n(Cc2ccccc2)c(=O)[nH]c1=O	3.8	-12	4	-27	-3.2	-2	0	3	-0.5	99	-0.5
Cc1ccc(N2C(=O)CC(C3CCCO3)C2=O)cc1 (centres undefined)	0.1	11	-4	13	1.6	1	-8	7	-1.2	86	3.4
CCC(C)(C)NC(=O)CN(Cc1cccs1)C(=O)C(=O)Nc1ccc2c(c1)OCCO2	0.6	0	-4	-38	-1.6	1	-12	9	-1.6	106	1.3
C=CCNCCOc1c(C)cc(C)cc1Cl	4.6	-4	2	1	-2.0	1	5	1	-0.2	108	1.4
O=C(/C=C/c1c[nH]c2ccccc12)c1cccc2ccccc12	2.4	-2	17	4	-0.2	6	-1	-12	2.3	80	4.8
CC(=O)Nc1ccc(S(=O)(=O)N2CCC(C(=O)N[C@@H](Cc3ccccc3)C(=O)O)CC2)cc1	-1.5	8	16	10	-1.6	-4	-7	24	-5.4	100	0.1

Another view of three compounds above:
mol,phage Ecoli inh,Mot1-301 SUMO,HTR5A inv ctr,PfHsp90 yeast 2,Ecoli viability,HTR5A ag ctr,PKA-R1A act,MOR-DOR inv ag,OPRM1-OPRD1 ag,Pemphigus Ab inh,AddAB inh
Nc1ccccc1C(=O)NCC1(c2ccccc2)CCCC1,-1.0,-21,2,9,-2.1,-1,-1,5,-1.1,116,2.0
Cc1ccccc1N1CCN(Cc2ccc(Br)o2)CC1,4.1,0,-23,33,/,1,5,-4,0.8,113,/
O=C(Cc1ccccc1)NCC(=O)N/N=C/c1cccnc1,-2.6,-8,21,-4,-0.3,-5,-3,14,-2.6,118,2.6

Next section:
SMILES	phage Ecoli inh	Mot1-301 SUMO	HTR5A inv ctr	PfHsp90 yeast 2	Ecoli viability	HTR5A ag ctr	PKA-R1A act	MOR-DOR inv ag	OPRM1-OPRD1 ag	Pemphigus Ab inh	AddAB inh
Cc1ccc(NC(=O)CN(C)S(=O)(=O)c2ccc3c(c2)n(C)c(=O)c(=O)n3C)c(C)c1	-1.6	-17	3	-6	-0.8	0	-1	17	-3.3	85	3.2
COc1ccc(C/C(C)=N/NC(=S)Nc2ccc(Cl)cc2)cc1	-3.1	5	-6	-54	-1.8	0	-3	8	-1.4	100	-0.3
O=C(CSc1nnnn1C1CCCC1)NCc1cccs1	2.5	-10	20	2	2.5	-5	-5	10	-2.0	98	2.1
Cc1ccc(S(=O)(=O)Nc2cccc(C(=O)N3CCOCC3)c2)cc1	3.0	179	9	-43	-0.8	2	4	14	-2.2	/	3.6
O=C(NCC(c1ccc(F)cc1)N1CCOCC1)c1ccc([N+](=O)[O-])o1 (centres undefined)	4.9	-11	-26	20	-0.1	6	-5	-10	2.1	126	0.2
CC1CCC(NC(=O)c2nc(Cn3ccc([N+](=O)[O-])n3)no2)CC1 (centres undefined)	1.5	-11	-17	10	1.6	6	1	3	-0.5	96	4.5
Cc1ccc(C(=O)c2cc([N+](=O)[O-])ccc2N2CCCCC2)cc1C	2.1	500*	5	-22	0.6	0	-1	18	-3.5	93	1.2
CC1CCCN(CCOc2ccc3ccccc3c2Br)C1 (centres undefined)	5.7	32	-12	-3	-1.4	4	-5	-29	5.5	104	-0.8
Cc1ccccc1N=C1SC(CC(=O)Nc2ccc3ccccc3c2)C(=O)N1Cc1ccccn1 (centres undefined)	1.7	1	-19	-20	-2.3	7	-19	-38	6.3	96	-1.1
Cc1ccc(S(=O)(=O)N2CCCCC2)cc1NC(=O)CCOc1ccccc1	5.0	-11	0	-9	0.8	0	7	15	-2.5	100	3.1
CCCC(=O)Nc1ccc2c(c1)C(=O)NC2=O	2.8	-8	5	17	-0.2	-2	-5	17	-3.2	101	-1.9
Cc1cccc(C)c1C(OCCN(C)C)C1CCCCC1 (centres undefined)	2.9	-10	0	-9	1.0	0	-12	8	-1.6	107	4.5
